ATXN viability: reduces viability in counter-screen for ATXN expression inhibitors; S2 cells (HEK-293 line with an ATXN2-luciferase reporter) viability, CellTiter-Fluor protease fluorescence, 24 h; Potency, µM (series often up to 56.7 µM), hits mostly cytotoxic; 400,000 tested, 0.49% active; note: nearly all actives have a fitted effect of over 40% in size
A549 tox: counter-screen for Nrf2 inhibitors: cytotoxicity in A549 cells. A549 ARE-Fluc cells, CellTiter-Fluor viability, 18-24 h. Potency, µM (highest dose often 46 µM), for the others: top-dose activity change, negative = cytotoxicity, usual class: inhibitors. 390,000 tested, 0.16% active. AID 504648; note: % is set by controls: 0 for no effect and ±100 for the full control effect
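A549 ARE-Fluc cells in 5% FBS OPTI-MEM, 5000 cells/well, rested 2 h then exposed to compounds in concentration-response for 18-24 h at 37 °C. Viability by CellTiter-Fluor fluorescence (Ex 405/Em 525) after 30 min; luciferase luminescence (BugLite, 15 min, RT) read afterwards.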
TGFb inhibitor: blocks TGF-b signaling; HepG2 CAGA-GFP TGF-b/SMAD3 reporter, GFP fluorescence, 18 h; TGF-beta stimulated, 500 pg/mL final; 410,000 tested, 1.2% active; Potency, µM (highest dose often 46.1 µM), inactives show top-dose activity, negative = inhibition, usual class: inhibitors; AID 588855; note: % is set by controls: 0 for no effect and ±100 for the full control effect; nearly all actives have a fitted effect of over 65% in size
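Inhibition was scored as loss of TGF-beta-induced (500 pg/mL final, 18 hours, 37 degrees C) GFP in HEPG2 cells carrying a CAGA-GFP reporter, in DMEM with 1% FBS. Well GFP was summed per cell; Activity was normalised to unstimulated and stimulated DMSO wells, then concentration-response fitting.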
ATXN2 expr inh: ATXN2 expression inhibition | HEK-293 ATXN2-luciferase reporter, luminescence, 24 h | Potency, µM (series often up to 57 µM), without a hit: top-dose activity change, negative = inhibition, most hits filed as inhibitors | 360,000 tested, 0.72% active | AID 1745845; note: % is set by controls: 0 for no effect and ±100 for the full control effect; nearly all actives have a fitted effect of over 55% in size
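ATXN2-luciferase reporter cells (luciferase flanked by upstream and downstream ATXN2 gene portions) were treated 24 h at 37 °C with compounds at up to 57 uM. SteadyGlo luminescence gave expression; GF-AFC fluorescence gave viability.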
Nrf2 block: Nrf2 pathway inhibition; A549 ARE-Fluc reporter, luciferase luminescence, 18-24 h; Potency, µM (top dose mostly 46 µM), inactives show top-dose activity change, negative = inhibition, actives largely listed as inhibitors; 360,000 tested, 2.1% active; AID 504444; note: % is set by controls: 0 for no effect and ±100 for the full control effect; nearly all actives have a fitted effect of over 60% in size
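Reporter: ARE-Fluc in A549. Exposure: 18-24 h, 37 °C, 5% CO2, 5% FBS OPTI-MEM. Readouts: fluorescent cytotoxicity (CellTiter-Fluor), then luminescent Nrf2 signal after BugLite.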
MCF10A rereplic: DNA re-replication induction in MCF 10a cells. MCF 10A DNA re-replication, Hoechst nuclear intensity, 48 h. Potency, µM (highest dose often 46.1 µM), for the others: at the highest dose activity, positive = re-replication, most hits filed as activators. 350,000 tested, 2.9% active. AID 624296; note: % of control where 0% means no effect; nearly all actives have a fitted effect of over 50% in size
EPAC2 antagonist: antagonists of human EPAC2; Q8WZA2; EPAC2 GEF exchange of Rap1B-BODIPY-GDP, fluorescence; Potency, µM (titrated, usually from 114 µM), without a hit: at the highest dose activity, negative = inhibition, usual class: inhibitors; 360,000 tested, 0.18% active; AID 720708; note: % is set by controls: 0 for no effect and ±100 for the full control effect; nearly all actives have a fitted effect of over 45% in size; many of its hits are not listed in these tables
Target sequence (Q8WZA2 whole entry, looked up): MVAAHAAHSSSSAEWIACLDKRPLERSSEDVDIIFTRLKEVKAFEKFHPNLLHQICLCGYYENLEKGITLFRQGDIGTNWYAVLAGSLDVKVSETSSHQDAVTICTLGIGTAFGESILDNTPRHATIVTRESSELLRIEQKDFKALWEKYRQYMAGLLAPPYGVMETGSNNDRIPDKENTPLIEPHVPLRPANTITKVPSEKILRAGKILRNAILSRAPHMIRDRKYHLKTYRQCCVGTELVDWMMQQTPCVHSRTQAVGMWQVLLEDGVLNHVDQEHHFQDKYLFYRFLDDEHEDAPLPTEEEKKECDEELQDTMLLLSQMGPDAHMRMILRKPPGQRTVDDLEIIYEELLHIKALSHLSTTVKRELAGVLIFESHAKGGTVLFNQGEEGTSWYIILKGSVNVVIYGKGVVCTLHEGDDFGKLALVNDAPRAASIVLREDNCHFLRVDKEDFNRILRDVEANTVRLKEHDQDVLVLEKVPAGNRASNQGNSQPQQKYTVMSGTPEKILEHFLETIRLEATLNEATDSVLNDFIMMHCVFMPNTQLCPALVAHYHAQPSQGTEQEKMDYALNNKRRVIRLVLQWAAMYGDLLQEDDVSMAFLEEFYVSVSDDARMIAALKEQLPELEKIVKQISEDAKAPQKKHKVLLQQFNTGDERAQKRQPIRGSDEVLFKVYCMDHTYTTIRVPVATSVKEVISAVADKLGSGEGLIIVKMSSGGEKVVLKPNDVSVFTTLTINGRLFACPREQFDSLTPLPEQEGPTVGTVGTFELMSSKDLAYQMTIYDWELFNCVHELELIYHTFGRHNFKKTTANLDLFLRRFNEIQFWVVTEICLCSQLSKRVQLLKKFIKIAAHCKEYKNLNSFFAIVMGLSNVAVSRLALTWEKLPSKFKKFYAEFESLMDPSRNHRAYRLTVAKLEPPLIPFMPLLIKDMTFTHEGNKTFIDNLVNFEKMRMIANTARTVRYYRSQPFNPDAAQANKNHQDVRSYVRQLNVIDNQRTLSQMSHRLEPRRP
Nrf2 ARE act: activators of Nrf2 (ARE) signaling. AREc32 ARE-luciferase reporter (MCF7-derived line), luminescence, 24 h. Potency, µM (highest dose often 46.1 µM), for inactives: top-dose activation, hits mostly activators. 410,000 tested, 0.31% active; note: % of control where 0% means no effect; nearly all actives have a fitted effect of over 65% in size
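Luciferase luminescence (Steady-Glo, 30 min at room temperature) served as the read-out of ARE activation in AREc32 cells treated with compounds for 24 hr at 37 deg C.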
HepG2 tox: HepG2 cytotoxicity, counter-screen for TGF-b inhibitors | 410,000 tested, 0.76% active | AID 588856 | Potency, µM (series often up to 46.1 µM), for the others: at the top dose activity change, negative = cytotoxicity, usual class: cytotoxic | HepG2 CAGA-GFP viability, ATP luminescence, 18 h; note: some results filed as inactive show a strong effect at the top dose
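CellTiter-Glo luminescence gave cytotoxicity after 18 hours at 37 degrees C. The cells were HepG2 CAGA-GFP in 1% FBS DMEM, stimulated with 500 pg/mL TGF-beta after compound addition. %Activity was normalised to no-cell wells (complete cell-killing) and DMSO (no toxicity), and curves were fitted and classified.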
* marks the source's active call; other numbers are inactive results; i = inactive; ? = inconclusive; / = not tested or not shown; [ ] = another dose, or the depositor's remark. Calls come from the whole dose curve; as a rule, active = well fitted curve in the direction sought with a large enough effect; inconclusive = small, poorly fitted or top-dose-only effect, or another doubt; inactive = no such curve, though single readings can be large; an effect the other way counts as inactive or inconclusive. Potency is the fitted concentration of half-maximal effect.

SMILES | ATXN viability | A549 tox | TGFb inhibitor | ATXN2 expr inh | Nrf2 block | MCF10A rereplic | EPAC2 antagonist | Nrf2 ARE act | HepG2 tox
CCOc1cc(/C=N/NC(=O)CSc2nncn2C)ccc1OCC(N)=O | i | 2% | 1% | -2% | 2% | 0% | -1% | -0.6% | 0%
O=C(O)c1cccc(N2C(=O)Nc3ccccc3N2O)c1 | i | -2% | -34% | 16% | -1% | -7% | 2% | -0.3% | 4%
Cc1cc(-c2nnco2)c(C)n1-c1ccc(F)cc1 | i | -10% | -7% | 34% | -22% | 2% | -2% | 2.4% | -12%
O=[N+]([O-])c1cccc(/C(=N/N=C/c2ccccc2Br)C23CN4CN(CN(C4)C2)C3)c1 | i | -6% | -2% | 58%[activator] | ? | -2% | 3% | 11% | -3%
CC(C)CNS(=O)(=O)c1cc(C(=O)N2CCOCC2)c(Cl)cc1Cl | i | ? | 5% | 2% | 8% | 20% | -7% | 0.8% | 1%
Oc1ccccc1N1CCN(c2ncnc3scc(-c4ccccc4)c23)CC1 | i | 0% | ? | -24% | -12% | 21µM* | -9% | 1.9% | -22%
Cc1cc(C(=O)NNS(=O)(=O)c2cccc(Cl)c2)nn1C(C)(C)C | i | -5% | -9% | / | -26% | 2% | -3% | 0.1% | -16%
Cc1ccc(NC(=O)CNC(=O)c2cccs2)cc1S(=O)(=O)Nc1ccc(Cl)cc1 | i | -10% | ? | ? | -23% | 20% | -11% | 3.0% | -4%
COc1ccc(C(=O)Nc2cc(C)nn2-c2cccc(F)c2)cc1OC | i | 8% | 12% | / | -14% | ? | -2% | -0.3% | -2%
COCCn1c(C)cc(/C=N/NC(=O)c2cccnc2)c1C | i | -13% | 9% | 7% | ? | 15% | 5% | 0.1% | -3%
O=C(NCCc1ccccc1)C(=O)NCCC1CCCCN1S(=O)(=O)c1ccccc1 (stereo not drawn) | i | -1% | 3% | -3% | 3% | 7% | -1% | 3.5% | -13%
CCCCN1C(=O)C2C(c3ccc(OC)cc3O)NC(CC(C)C)(C(=O)O)C2C1=O (stereo not drawn) | i | 6% | -1% | -9% | 2% | 15% | 12% | -1.8% | 8%
Cc1ccc2nc(NC(=S)NC(=O)c3cccs3)sc2c1 | i | 2% | -3% | 49%[activator] | ? | -11% | -2% | 9.5% | -8%
CN(C(=O)c1ccccn1)c1nnc(-c2cccnc2)s1 | i | -6% | 0% | 4% | 14% | -3% | 0% | 0.1% | 5%
CC(C)(C)n1nnnc1C(c1cccnc1)N1CCN(C2CCCCC2)CC1 (stereo not drawn) | i | -2% | 12% | 3% | 6% | 22% | 5% | -0.7% | 9%

Gathered by group, the entries above with a thiophene ring, fused or not (3)
SMILES | ATXN viability | A549 tox | TGFb inhibitor | ATXN2 expr inh | Nrf2 block | MCF10A rereplic | EPAC2 antagonist | Nrf2 ARE act | HepG2 tox
Oc1ccccc1N1CCN(c2ncnc3scc(-c4ccccc4)c23)CC1 | i | 0% | ? | -24% | -12% | 21µM* | -9% | 1.9% | -22%
Cc1ccc(NC(=O)CNC(=O)c2cccs2)cc1S(=O)(=O)Nc1ccc(Cl)cc1 | i | -10% | ? | ? | -23% | 20% | -11% | 3.0% | -4%
Cc1ccc2nc(NC(=S)NC(=O)c3cccs3)sc2c1 | i | 2% | -3% | 49%[activator] | ? | -11% | -2% | 9.5% | -8%

Further compounds
SMILES | ATXN viability | A549 tox | TGFb inhibitor | ATXN2 expr inh | Nrf2 block | MCF10A rereplic | EPAC2 antagonist | Nrf2 ARE act | HepG2 tox
Cc1ccc2nc(SCC(=O)Nc3ccc4c(c3)OCO4)nc(=O)n2c1 | i | -2% | 10% | -2% | 3% | -1% | -1% | 0.2% | -8%
CCC1CCCCN1C(=O)c1c(-c2ccccc2)noc1C (stereo not drawn) | i | -16% | -7% | 4% | 7% | 1% | 3% | -0.1% | -16%
Cc1ccc(C(=O)O)cc1-c1ccc(/C=C2\SC(=O)N(CC(=O)Nc3ccc4c(c3)OCO4)C2=O)o1 | / | -9% | 0% | -4% | 2% | ? | -3% | -0.1% | -13%
O=C1N(Cc2cccnc2)C[C@@H]2C[C@@H](c3cccc(OC4CCCC4)c3)N3CCC[C@@]123 | i | 5% | -13% | -7% | -3% | -7% | 3% | -0.3%[9.22 µM] | -13%
CC(=O)c1ccc(NC(=O)COC(=O)CCc2ccc(S(=O)(=O)N3CCOCC3)cc2)cc1 | ? | 1% | ? | 5% | 8% | -3% | 0% | -0.1% | 2%
CN(c1nc2c(c(=O)n(C)c(=O)n2C)n1CC(=O)c1ccccc1)C1CCCCC1 | ? | -9% | -2% | -3% | / | -1% | -1% | 1.5% | -16%
O=C(COC(=O)c1ccc([N+](=O)[O-])o1)Nc1ccc(Br)cc1F | i | 0% | 1% | / | -4% | -5% | -1% | 12% | -12%
COC(=O)Cn1cc(C#N)c2ccccc21 | i | -6% | ? | -2% | 10% | -1% | 3% | -0.6% | -12%
CC(=O)N1N=C(c2ccc(C)cc2)OC1c1cccnc1 (stereo not drawn) | i | 3% | 20% | 33%[activator] | 22% | -2% | 14% | 3.1% | -11%
Cc1cc(C(=O)OC(C(=O)Nc2cccc(C(F)(F)F)c2)c2ccccc2)c(C)o1 (stereo not drawn) | i | -3% | ? | -9% | -17% | ? | -19% | 3.8% | 0%
COC(=O)c1ccc(OCCOc2ccccc2C)cc1 | i | -5% | 31% | 21% | 2% | ? | -5% | 3.3% | 1%
COc1cnn(-c2ccc(C)cc2)c(=O)c1Cl | i | 0% | -1% | 5% | 28% | -13% | 15% | -0.2%[9.22 µM] | -10%
CC(=O)OC1=C(C(C)=O)N(Cc2ccccc2)S(=O)(=O)c2ccccc21 | i | -2% | -3% | 6% | -4% | / | / | -0.4% | -6%
Cc1ccc(C(=O)OCC(=O)NC2CCCCC2)cc1S(=O)(=O)N1CCCCC1 | i | 0% | 4% | 2% | 4% | ? | -6% | -0.6% | 4%
COc1ccccc1-c1ccc(/C=C2/C=C(CC(C)C)OC2=O)o1 | i | 10% | 14% | 4% | -8% | ? | -3% | ? | -5%

Six compounds from above, arranged by the number in EPAC2 antagonist, lowest first.
molecule | EPAC2 antagonist
COC(=O)c1ccc(OCCOc2ccccc2C)cc1 | -5%
O=C(NCCc1ccccc1)C(=O)NCCC1CCCCN1S(=O)(=O)c1ccccc1 (stereo not drawn) | -1%
CN(C(=O)c1ccccn1)c1nnc(-c2cccnc2)s1 | 0%
O=C(O)c1cccc(N2C(=O)Nc3ccccc3N2O)c1 | 2%
O=C1N(Cc2cccnc2)C[C@@H]2C[C@@H](c3cccc(OC4CCCC4)c3)N3CCC[C@@]123 | 3%
CC(C)(C)n1nnnc1C(c1cccnc1)N1CCN(C2CCCCC2)CC1 (stereo not drawn) | 5%

Gathered by group: the compounds so far containing an aryl thioether with sulfur outside any ring
SMILES | ATXN viability | A549 tox | TGFb inhibitor | ATXN2 expr inh | Nrf2 block | MCF10A rereplic | EPAC2 antagonist | Nrf2 ARE act | HepG2 tox
CCOc1cc(/C=N/NC(=O)CSc2nncn2C)ccc1OCC(N)=O | i | 2% | 1% | -2% | 2% | 0% | -1% | -0.6% | 0%
Cc1ccc2nc(SCC(=O)Nc3ccc4c(c3)OCO4)nc(=O)n2c1 | i | -2% | 10% | -2% | 3% | -1% | -1% | 0.2% | -8%

(list continues)
SMILES | ATXN viability | A549 tox | TGFb inhibitor | ATXN2 expr inh | Nrf2 block | MCF10A rereplic | EPAC2 antagonist | Nrf2 ARE act | HepG2 tox
CCOc1ccc(C(=O)NC2C(=O)N3C(C(=O)O)=C(COC(C)=O)CSC23)cc1OCC (stereo not drawn) | i | -17% | ? | -4% | ? | 16µM* | 0% | 8.9% | 1%
CCCCN1C(=O)C(C#N)CC2=C1CC(C)(C)CC2=O (stereo not drawn) | i | 0% | 10% | -1% | 1% | -18% | 16% | -0.3% | 15%
CCOC(=O)C1=C(C)Nc2ccccc2N=C1NC(=O)C(c1ccccc1)c1ccccc1 | i | 0% | 3% | -23% | -13% | -4% | 2% | -0.3% | 0%
CCc1nccn1CCC(=O)NC1CC(C)(C)Cc2c1cnn2-c1ccc(OC)cc1 (stereo not drawn) | i | 1% | 4% | -13% | -3% | 2% | 1% | 0.0% | 1%
CCc1ccc(CN(Cc2ccco2)c2cnc(S(C)(=O)=O)nc2C(=O)Nc2ccc(C)c(Cl)c2)cc1 | i | 0% | 30% | 2% | 16% | / | / | -0.4% | 10%
COc1ccc(-c2noc(CN3CCN(C(=O)c4cccs4)CC3)n2)c(OC)c1OC | i | 0% | 3% | 4% | 0% | 0% | 2% | -0.4% | -9%
CCCc1cc(=O)[nH]c(SCC(=O)c2c(N)n(C3CC3)c(=O)[nH]c2=O)n1 | i | -3% | -22% | -16% | -25% | ? | 4% | -0.1% | -55%
Cc1noc(C)c1NC(=O)N(C)C[C@@H]1OCc2ccccc2-c2c(n(C)c3ccccc23)C(=O)N([C@H](C)CO)C[C@H]1C | ? | / | 5% | ? | / | / | -3% | -3.6% | -27%
Cc1ccc(-c2c(C)sc(=NC(=O)c3ccco3)n2C)cc1 | i | -8% | -1% | 61%[activator] | ? | 14% | 9% | 0.5% | -19%
CC(C)N1CCC1(C)C(=O)Nc1cccc2ccccc12 (stereo not drawn) | i | / | -11% | 13% | / | / | -7% | 18% | -18%
COc1ccc(OC)c(NC(=O)CSc2nnc(CNc3ccc(C)cc3C)o2)c1 | i | -3% | -19% | -27% | -16% | 1% | -12% | 0.3% | -12%
CCOC(=O)N1CCN(C(=O)CN2C(=O)NC(C)(c3ccc4ccccc4c3)C2=O)CC1 (stereo not drawn) | i | -1% | 2% | / | -14% | 3% | 3% | 0.6% | 1%
Cc1ccc(C)c(CSc2ccc3nnc(CCNS(=O)(=O)c4ccccc4)n3n2)c1 | / | -2% | 0% | / | 16% | / | / | 1.3% | -4%
Cc1ccc(CN(C(=O)COc2ccc(Cl)c(C)c2)c2ccccn2)o1 | i | 16% | -24% | 24% | 14% | / | / | 4.2% | -28%

From PubChem

Only part of the results is shown, so the mix of outcomes need not match the whole.
